GRK2 aptamer HTS – human GRK2 inhibition via aptamer displacement; P25098; bead flow cytometry, FAM-aptamer displacement from GRK2; inhibition of aptamer binding, % at 10 µM; 330,000 compounds, 0.59% hits; AID 488847;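 active = inhibition of aptamer binding above 40%, roughly 3 SD of noise, on plates passing a quality check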;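 also: median bead fluorescence of bound FAM aptamer so fluorescent compounds give negative values; no value below 0 was filed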
Target sequence (P25098 whole entry, looked up): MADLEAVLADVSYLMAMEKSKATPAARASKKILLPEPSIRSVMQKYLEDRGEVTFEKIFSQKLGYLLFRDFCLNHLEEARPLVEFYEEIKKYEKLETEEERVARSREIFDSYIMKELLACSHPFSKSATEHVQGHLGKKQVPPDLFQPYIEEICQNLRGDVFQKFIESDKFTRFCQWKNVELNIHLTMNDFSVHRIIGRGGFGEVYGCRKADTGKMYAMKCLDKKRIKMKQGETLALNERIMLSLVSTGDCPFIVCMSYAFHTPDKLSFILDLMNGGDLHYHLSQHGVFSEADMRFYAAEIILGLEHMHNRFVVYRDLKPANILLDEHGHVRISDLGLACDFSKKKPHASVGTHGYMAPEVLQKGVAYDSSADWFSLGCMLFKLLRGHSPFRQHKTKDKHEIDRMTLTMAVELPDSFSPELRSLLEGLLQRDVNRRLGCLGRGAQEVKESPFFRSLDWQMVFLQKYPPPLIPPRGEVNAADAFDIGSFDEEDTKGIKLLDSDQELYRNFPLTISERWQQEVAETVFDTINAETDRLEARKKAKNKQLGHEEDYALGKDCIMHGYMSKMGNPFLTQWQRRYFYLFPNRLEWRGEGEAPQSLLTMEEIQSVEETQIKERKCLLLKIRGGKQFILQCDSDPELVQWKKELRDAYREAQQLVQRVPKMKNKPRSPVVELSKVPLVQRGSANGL
Bcl-xL primary – Bcl-xL (human) inhibition; GST-Bcl-xL / FITC-Bim BH3 peptide fluorescence polarization; inhibition, % at 10.9 µM; 320,000 compounds, 0.7% hits; AID 2129;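 active = inhibition above the mean of all tested compounds plus 3 SD, cutoff set per campaign, cut at about 30% in these data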;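 also: 0% = DMSO wells and 100% = unlabeled Bim-BH3 peptide competitor; inhibitors lower millipolarization by displacing the labeled peptide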
MCL1 BIM primary – inhibitors of human MCL1 binding to BIM-BH3 peptide. inhibition, % at 10.9 µM. AID 2057. 320,000 compounds, 0.68% hits. GST-MCL1 / FITC-Bim-BH3 fluorescence polarization;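 active = inhibition above the mean inhibition of all tested compounds plus 3 SD, set per campaign, cut at about 40% in these data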;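 also: 0% = DMSO wells and 100% = unlabeled Bim-BH3 peptide control; higher means more loss of mP so more displacement of Bim peptide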
Target sequence (Q07820 whole entry, looked up): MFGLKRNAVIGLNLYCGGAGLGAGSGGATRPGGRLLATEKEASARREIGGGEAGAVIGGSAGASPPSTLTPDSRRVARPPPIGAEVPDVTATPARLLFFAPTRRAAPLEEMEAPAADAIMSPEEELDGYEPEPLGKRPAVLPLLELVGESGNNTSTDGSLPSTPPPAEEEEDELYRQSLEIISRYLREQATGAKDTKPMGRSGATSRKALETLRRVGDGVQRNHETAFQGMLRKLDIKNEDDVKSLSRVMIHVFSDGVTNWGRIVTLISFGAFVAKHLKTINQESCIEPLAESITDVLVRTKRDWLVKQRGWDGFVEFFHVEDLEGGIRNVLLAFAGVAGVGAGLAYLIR
CIT2 TOR yeast – modulators of TOR pathway CIT2-GFP in S. cerevisiae; S. cerevisiae CIT2-GFP strain, flow cytometry, 3 h; 100 means same as DMSO wells; GFP response vs DMSO, % at 10 µM; 320,000 compounds, 0.065% hits; AID 2029;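 active = GFP response relative to DMSO above a set limit, near the screen mean plus 3 SD, cut at about 150% in these data; inconclusive = Fewer than 70 cells measured for a yeast strain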;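 also: ratio of well median GFP fluorescence to mean of DMSO wells on the plate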
MEX-5 binding – C. elegans MEX-5 TCR-2 RNA binding activity; Q9XUB2; MEX-5/FITC-TCR2 RNA binding, fluorescence polarization; active compounds read low; activity score (negative = inhibition of binding), % at 10 µM; 300,000 compounds, 0.38% hits;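 active = inhibition past about -25% in most replicates, and total fluorescence under double the plate's negative control median, limit read from the data; inconclusive = replicates evenly split on the limit, or fluorescence at least double controls; inactive = too little inhibition in most replicates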;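 also: 0% = DMSO and -100% = 5 µM competing unlabeled TCR2 RNA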
VLA-4 inh – inhibition in a human VLA-4 binding assay; P13612; VLA-4 expressing cells, ligand binding flow cytometry; inhibition, % (about 7 µM as worked out from the volumes in the protocol); 330,000 compounds, 0.2% hits; in the data active = inhibition above about 50%
AGP1-GFP MLPCN – modulators of TOR pathway AGP1-GFP in S. cerevisiae. S. cerevisiae AGP1-GFP multiplex flow cytometry, 3 h; GFP as percent of DMSO wells. GFP response vs DMSO, % at 10 µM. 320,000 compounds, 0.02% hits. AID 2066;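 active = GFP response relative to DMSO above a set limit, near screen average plus 3 SD, cut at about 150% in these data; inconclusive = fewer than 70 cells counted for the yeast strain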;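 also: median GFP channel fluorescence of the gated AGP1 strain per well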
Yeast superoxide – lowers age-related superoxide in aged yeast cells | AID 2690 | 330,000 compounds, 0.18% hits | superoxide response (% of plate mean), % at 10 µM | S. cerevisiae aged cells, superoxide DHE fluorescence; active compounds read low;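 active = superoxide response under a set limit, about three screen SD below normal, cut at about 65% in these data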;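 also: yeast aged for seven days with compound at 30 °C before DHE staining; 100% = average MFI of all compound-treated wells on the plate with controls excluded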
GLD-1 RNA inh – GLD-1-TGE RNA interaction inhibition (C. elegans); purified GLD-1 + fluorescein TGE RNA, fluorescence polarization; inhibition, % at 5.96 µM; 320,000 compounds, 0.44% hits;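 active = percent inhibition above a per-plate cutoff, the plate mean of test compounds plus 3 SD, cut at about 30% in these data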;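 also: 0% = DMSO wells with GLD-1 and probe and 100% = wells lacking GLD-1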
An asterisk follows results filed as active; i = inactive; u = inconclusive; x = no result given.

no.	Molecule	GRK2 aptamer HTS	MCL1 BIM primary	Bcl-xL primary	AGP1-GFP MLPCN	Yeast superoxide	MEX-5 binding	GLD-1 RNA inh	VLA-4 inh	CIT2 TOR yeast
1	Cc1ccc(N(CC(=O)NC2CCCC2)C(=O)CCC(=O)Nc2nccs2)cc1C	0.0	-3.2	1.3	90.9	104.2	0.3	6.0	4.1	106.6
2	Nc1ccc(Nc2ccc([N+](=O)[O-])cc2[N+](=O)[O-])cc1	84.0*	9.2	2.5	96.1	94.2	-1.9	5.5	-9.3	102.1
3	C/C(=N\N1CCN(c2ccc(Cl)cc2)CC1)c1cccc([N+](=O)[O-])c1	9.0	-0.8	1.7	100.7	97.7	-0.5	-2.3	13.4	104.0
4	CN(C)c1ccc(C(=S)N2CCN(c3ccc([N+](=O)[O-])cc3)CC2)cc1	1.0	8.9	11.5	100.6	103.3	-2.6	11.8	-7.6	88.1
5	CCCCOc1ccc(C(C)NC(=O)CCS(=O)(=O)Cc2ccc(Cl)cc2)cc1 (centres undefined)	0.0	11.1	1.1	70.0	91.7	-2.8	-0.8	-5.5	98.9
6	O=C(CCCc1nc2ccccc2s1)N1CCN(c2ccccc2)CC1	6.0	3.9	6.9	90.0	73.2	1.2	-1.0	7.6	92.0
7	O=C1CC(=O)N(Cc2ccco2)C(=S)N1	68.0*	-35.7	-23.1	94.5	116.3	-4.3	-64.8	16.0	94.2
8	CCCCS(=O)(=O)N1CCN(S(=O)(=O)c2cccs2)CC1	2.0	8.7	4.9	102.1	89.5	-1.3	8.9	-7.5	102.5
9	COc1ccc(CNC(=O)C2CC(C)=CCC2C(=O)O)cc1 (centres undefined)	4.0	-3.1	6.3	96.8	124.1	-1.7	6.1	4.6	106.9
10	COc1ccc(C)cc1NC(=O)C(=O)c1cn(CC(=O)N2CCCC2)c2ccccc12	2.0	1.6	8.0	94.5	93.9	1.4	4.6	16.6	94.0
11	CCOc1ccccc1NC(=O)n1ncc2c(C)cccc21	1.0	3.1	-0.2	105.5	98.4	-0.4	-4.5	2.6	106.5
12	COc1cccc(/C=N/NC(=O)c2ccoc2C)c1O	1.0	1.2	-0.2	104.3	93.2	-2.5	-5.0	-42.4	107.3
13	C/C(=N\NC(=O)CO/N=C(\C)c1cccs1)c1ccc(N)cc1	2.0	0.4	-0.9	109.0	110.5	0.9	1.5	-17.3	114.1
14	COc1ccc(CCNC(=O)COc2cc(O)c3c(c2)OC(C)(C)CC3=O)cc1OC	1.0	-0.3	1.1	101.2	103.5	-1.4	5.0	-18.2	94.2
15	CCc1cccc2c(C=C(C#N)C#N)cn(CC(=O)N3CCCCC3)c12	1.0	-0.2	1.6	102.6	104.8	-4.4	1.7	-2.0	100.4
16	O=C(NN=C1CCCCCC1)c1ccc(Cl)s1	1.0	x	x	83.4	98.6	1.7	x	2.1	86.4
17	COc1ccc(NC(=O)N(C)C[C@H]2Oc3ccc(NC(=O)CCN4CCOCC4)cc3C(=O)N([C@H](C)CO)C[C@@H]2C)cc1	0.0	x	x	x	107.5	x	-0.6	21.6	x
18	CCN1CCN(Cc2ccc(OCc3ccccc3)cc2)CC1	0.0	0.2	-1.9	101.5	93.7	1.1	2.4	9.1	102.3
19	COc1cccc(N2CCN(C(=O)c3cn(Cc4ccccc4)nc3-c3cccnc3)CC2)c1	0.0	7.8	5.8	91.6	96.5	x	-2.6	-2.4	90.7
20	COc1cc(NC(=O)Nn2cnnc2)cc(OC)c1OC	0.0	7.9	4.5	109.4	94.5	-2.1	3.0	-3.1	106.7
21	Cc1[nH]c2ccccc2c1C1=CN2CCS(=O)(=O)N=C2S1	0.0	-5.1	-8.2	97.1	109.5	-0.5	3.6	0.0	98.8
22	O=C(CSc1nnc(SCc2cccc3ccccc23)s1)c1ccc2c(c1)OCO2	3.0	-15.5	-2.5	94.9	93.2	x	-4.6	9.4	88.0
23	Cc1ccc(-n2nc3c(=O)n(CC(=O)NC(C)CCc4ccccc4)nc(C)c3c2C)cc1 (centres undefined)	0.0	0.3	0.3	108.1	106.7	0.3	2.9	7.5	106.3
24	CCOc1ccc(N2C(=O)CC(C(C)c3ccccc3)C2=O)cc1 (centres undefined)	1.0	5.8	5.2	30.9	88.2	0.2	2.8	2.5	94.6
25	O=C1NC(=O)C2C3c4ccccc4C(c4ccccc43)C12 (centres undefined)	0.0	1.3	6.8	98.2	97.6	0.1	0.7	6.2	100.2
26	Cc1c(Cl)cccc1NC(=O)N1CCCN(c2nc(-c3ccccc3)ns2)CC1	2.0	-5.5	-1.0	93.9	129.3	2.8	-1.8	4.7	83.0
27	CCC(C(=O)N1CCc2ccccc2C1)n1nc(C)n2c(cc3occc32)c1=O (centres undefined)	0.0	4.1	1.7	104.1	109.6	-0.5	-1.3	5.0	99.8
28	CC(NC(=O)COC(=O)CN1C(=O)c2ccccc2C1=O)c1ccccc1 (centres undefined)	0.0	x	x	105.8	100.4	x	8.3	44.2	105.9
29	COc1ccc(Cc2nc3ccc(C(=O)NCCn4cccn4)cc3o2)cc1	3.0	-9.2	-2.1	98.5	102.1	0.9	-9.9	14.2	98.8
30	O=C(Cn1cnc2c(nnn2-c2ccccc2)c1=O)N1CCC(Cc2ccccc2)CC1	0.0	-5.3	-4.0	83.0	89.6	0.2	-2.1	13.4	81.8
31	CCCCCC(C)NC(=O)c1ccoc1C (centres undefined)	2.0	6.2	0.2	99.9	82.5	0.9	-0.1	-11.5	106.2
32	FC(F)(F)c1cccc(OCCN2CCN(Cc3ccccc3)CC2)c1	0.0	3.4	6.4	107.3	98.3	0.0	2.0	12.0	110.0
33	COc1ccc(-c2nnc3n2CCCCC3)cc1	1.0	7.6	1.7	104.1	92.5	-2.0	1.3	-13.3	95.6
34	CCc1nn(C(C)C(=O)NCCc2ccccc2)c(=O)c2cc3occc3n12 (centres undefined)	0.0	3.1	4.5	95.9	99.1	0.8	-2.5	11.9	90.9
35	CCCN(CC1CC1)S(=O)(=O)c1ccc(S(N)(=O)=O)cc1	4.0	0.2	1.8	107.3	86.6	-3.9	8.3	-5.6	104.4
36	O=c1c2ccccc2nnn1CSc1ncnc2ccccc12	0.0	5.2	5.0	115.2	102.3	-0.5	-0.6	21.7	95.3
37	COc1ccc(Cl)cc1NS(=O)(=O)c1c(C)[nH]c(C)c1C(=O)N1CCCCC1	0.0	4.7	5.9	105.4	121.1	0.4	0.4	-18.3	112.0
38	CC(=O)c1ccc(N2CCN(Cc3nc4ccccc4[nH]3)CC2)cc1	0.0	-1.4	-3.3	101.6	94.8	0.7	2.0	-8.1	96.3
39	CCCN(CCC)C(=O)Cn1c(=O)c2sccc2n2c(=S)sc(-c3ccccc3)c12	0.0	0.3	2.2	110.1	85.7	-8.5	-0.4	i	109.3
40	CCC1=C(c2cc(OC)c(OC)c(OC)c2)C2(CCCC2)C(=O)O1	0.0	-12.3	-6.9	95.3	105.0	1.8	0.8	4.2	92.5
41	CCNC(=O)O/N=C1\CCCCC1c1ccc([N+](=O)[O-])cc1[N+](=O)[O-] (centres undefined)	3.0	7.1	5.9	99.4	122.7	-0.7	1.4	-2.1	108.0
42	COc1ccc(CNC(=O)COC(=O)c2[nH]c(C)c(C(C)=O)c2C)cc1OC	2.0	3.4	1.9	95.0	86.3	x	0.6	3.1	98.0
43	O=C(COC(=O)CCCSc1nc2ccccc2[nH]1)NC(=O)NC1CCCC1	2.0	-8.3	-4.8	93.6	91.4	-0.5	0.9	8.4	101.8
44	CCc1ccc(N2CC(C(=O)OCC(=O)Nc3cc(C)on3)CC2=O)cc1 (centres undefined)	0.0	0.7	6.3	x	99.2	-1.0	0.9	2.2	101.0
45	Cc1cc(C(c2cc(C)c(N)c(C)c2)c2ccco2)cc(C)c1N	4.0	-4.7	3.7	108.9	96.4	2.0	4.2	2.9	95.2
46	NC(=O)[C@@H]1CCCNc2c(I)cc([N+](=O)[O-])cc2C(=O)N[C@@H](CO)C(=O)N[C@@H](Cc2ccc(O)cc2)C(=O)N1	5.0	-14.2	1.9	86.9	102.8	-0.7	1.8	3.0	82.0
47	CCOC(=O)c1c(NC(=O)CSc2ccccc2C(=O)O)sc(C)c1C	0.0	7.7	10.4	105.8	86.2	0.3	-7.8	4.7	102.1
48	Cc1cc(C)c2c(CC(=O)NN(C)C)coc2c1	0.0	2.5	4.7	91.4	83.8	1.1	6.0	17.5	87.6
49	O=C(N/N=C/c1ccc(O)cc1)NC12CC3CC(CC(C3)C1)C2	1.0	1.7	7.1	u	113.9	-2.5	1.9	-38.8	u
50	O=C1CC(C(=O)N(c2ccc(F)cc2)C(C(=O)NC2CCCC2)c2ccccn2)CS1 (centres undefined)	0.0	2.6	1.5	106.0	98.3	2.0	3.5	x	101.4
51	CCN(CCCNC(=O)C1CCC(=O)N1C(C)C)c1cccc(C)c1 (centres undefined)	0.0	0.1	4.6	107.9	95.6	0.6	1.9	-2.2	106.2
52	COc1ccc(Cc2c(C)nc(N)nc2Cl)cc1	0.0	-5.2	3.8	100.1	96.3	1.9	0.8	2.7	102.7
53	O=C(O)CN1C(=O)/C(=C\c2cc(Br)ccc2OCc2ccc(F)cc2)SC1=S	3.0	39.5	15.2	100.3	126.5	-16.1	-2.6	-24.8	102.7
54	CC(=O)N=c1scc(-c2ccccc2)n1-c1cccc(O)c1	0.0	-7.8	-3.4	93.0	90.6	-1.6	-3.9	6.8	93.4
55	N#Cc1ccc(-c2ccccc2)nc1Sc1ccc(F)cc1	1.0	1.2	3.8	103.8	104.0	1.9	9.6	-12.7	100.2
56	Cc1ccc(-c2cc(-c3ccco3)c(C#N)c(=O)[nH]2)cc1	1.0	96.2*	78.7*	87.0	128.6	-40.1*	50.2*	-6.9	79.9
57	CC(C)(C)N1CC(c2nc3ccccc3n2Cc2ccc(Cl)cc2)CC1=O (centres undefined)	1.0	3.0	2.0	104.6	81.7	0.9	2.0	-0.6	111.0
58	CSc1ncccc1C(=O)OCC(=O)N1CCCC1	0.0	x	x	98.0	105.7	x	6.9	6.0	84.4
59	CCC(NS(=O)(=O)c1cnn(CC)c1)c1ccccc1 (centres undefined)	0.0	-4.9	0.6	97.0	101.3	-0.4	-1.1	5.1	74.7
60	Cc1noc(/C=C/c2nn(C)cc2Cl)c1[N+](=O)[O-]	0.0	5.0	1.0	101.2	93.3	2.2	2.8	5.6	86.6

(listing goes on)
no.	Molecule	GRK2 aptamer HTS	MCL1 BIM primary	Bcl-xL primary	AGP1-GFP MLPCN	Yeast superoxide	MEX-5 binding	GLD-1 RNA inh	VLA-4 inh	CIT2 TOR yeast
61	CC(C)c1ccc(NC(=O)CNCC(c2ccccc2)N(C)C)cc1 (centres undefined)	0.0	4.0	4.9	102.4	87.7	0.9	-4.3	3.6	107.1
62	COc1ccccc1CC(=O)Nc1ccc2c(c1)OC1(CCCC1)O2	4.0	x	x	95.3	107.6	x	1.0	-13.7	91.2
63	O=S1(=O)N=C(Oc2cccc3ccccc23)c2ccccc21	1.0	0.5	1.1	96.3	91.8	0.1	-4.3	-2.3	90.7
64	O=C(O)CCC(=O)N1CCc2cc(S(=O)(=O)NC3CCCC3)ccc21	4.0	1.1	0.9	105.1	99.3	1.5	2.0	15.3	103.2
65	Cc1nc(N2CCN(C(=O)c3ccco3)CC2)nc2c1C(=O)CCC2	0.0	0.4	-2.1	99.9	109.2	0.4	2.4	-2.7	101.0

Compound activity deposited in PubChem BioAssay by several laboratories.

This is a random part of the collection; 2.1% or so of the library scored in one or more.
